Screens from PubChem.
Runt-SMMHC FRET: blocks binding of human RUNX1 Runt domain to CBFb-SMMHC; Q01196+Q13951; Cerulean-Runt/Venus-CBFb-SMMHC FRET ratio 530/480, 1 h; inhibition, % at 20 µM; 220,000 compounds, 0.74% hits; AID 1434;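 active = mean inhibition across duplicate retests at 20 µM reaching about 50%, limit read from the data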;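 also: 0% = DMSO wells and 100% = wells with excess untagged CBFb-SMMHC; inhibitors lower the FRET ratio by blocking Runt binding to CBFb-SMMHC; some results filed as inactive read as strong as hits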
zVAD death inh: blocks zVAD induced death of L929 cells | L929 zVAD necroptosis rescue, ATP luminescence, 24 h; with zVAD 60 µM | viability rescue, % at 10 µM | 220,000 compounds, 0.38% hits | AID 1377;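 active = activation, scaled between plate controls, above about 75%, limit read from the data; inactive = activation under that limit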;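 also: 0% = zVAD with DMSO and 100% = DMSO alone without zVAD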
NCF1 inh: inhibitors of human p47phox binding; P14598; p47phox/p22phox peptide binding, fluorescence polarization, 2 h; inhibition, % at 24.7 µM; 220,000 compounds, 0.53% hits; AID 1274;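 active = inhibition above about 30%, limit read from the data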;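 also: 0% = p47phox with labelled peptide and 100% = labelled peptide alone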
Target sequence (P14598 whole entry, looked up): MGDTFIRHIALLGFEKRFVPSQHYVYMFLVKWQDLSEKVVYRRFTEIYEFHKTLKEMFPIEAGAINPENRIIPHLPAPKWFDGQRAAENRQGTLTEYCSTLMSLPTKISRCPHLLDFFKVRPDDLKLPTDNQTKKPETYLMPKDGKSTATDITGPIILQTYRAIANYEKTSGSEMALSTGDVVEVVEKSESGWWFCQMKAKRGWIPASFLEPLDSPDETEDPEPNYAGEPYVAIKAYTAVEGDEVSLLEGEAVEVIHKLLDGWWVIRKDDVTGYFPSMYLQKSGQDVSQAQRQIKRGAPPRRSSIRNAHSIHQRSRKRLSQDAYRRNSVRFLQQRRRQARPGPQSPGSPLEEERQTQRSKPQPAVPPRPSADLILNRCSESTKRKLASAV
Mdm2 ligase inh: blocks human Mdm2 ubiquitin ligase activity | signal enhancement, % at 5 µM | Q00987 | cell-based MDM2 ubiquitination luciferase reporter, 2 h; 0 = plate control, 100 = twice control, blank-subtracted | 210,000 compounds, 0.11% hits;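 active = signal enhancement of 30% or more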;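 also: luminescence tracks abundance of the self-degrading MDM2-luciferase fusion protein; higher signal means inhibition of MDM2 E3 ligase activity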
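test system = mammalian cells stably expressing self-ubiquitinating, self-degrading MDM2 E3–luciferase fusion | quantity = 2000 cells/well | incubation = cell settling 4 h, compound treatment 2 h, both 37 °C | signal = luminescence with SteadyLite reagent, 15 min at room temperature | evaluation = % enhancement relative to plate controls after blank subtraction | benchmarks = plate controls and plate blanks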
Hck Nef HTS: inhibitors of human Hck kinase activated by Nef; P08631; Recombinant Hck-YEEI plus Nef, Z-Lyte FRET kinase assay; inhibition, % at 20 µM; 220,000 compounds, 0.68% hits;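 active = Hck-Nef kinase inhibition above about 50%, limit read from the data; inactive = inhibition below that limit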;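 also: 0% = DMSO with Hck plus Nef and 100% = Hck alone without Nef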
14-3-3 Bad PPI: disrupts binding of bovine 14-3-3 zeta to phospho-Bad peptide. P63103. TR-FRET 14-3-3zeta/Dy647-pBad peptide displacement, 1 h. inhibition, % at 21.7 µM. 220,000 compounds, 0.71% hits. AID 781;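 active = inhibition above about 70%, limit read from the data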;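 also: 0% = full 14-3-3 plus peptide FRET controls and 100% = background without 14-3-3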
Target sequence (P63103 whole entry, looked up): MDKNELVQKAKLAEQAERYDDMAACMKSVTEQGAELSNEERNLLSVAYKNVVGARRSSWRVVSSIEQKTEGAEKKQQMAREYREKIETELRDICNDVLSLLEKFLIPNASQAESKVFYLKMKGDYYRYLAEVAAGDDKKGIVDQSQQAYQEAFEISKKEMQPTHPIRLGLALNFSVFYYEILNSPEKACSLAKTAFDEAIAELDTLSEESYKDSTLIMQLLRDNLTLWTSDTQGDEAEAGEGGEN
EBV gp42 inh: EBV gp42 inhibition. Q1HVG2. Fluorescence polarization binding assay, mP read-out. inhibition, % (tested at 21.74 µM). 220,000 compounds, 0.42% hits. AID 1085; in the data active = inhibition above about 50%
Target sequence (Q1HVG2 whole entry, looked up): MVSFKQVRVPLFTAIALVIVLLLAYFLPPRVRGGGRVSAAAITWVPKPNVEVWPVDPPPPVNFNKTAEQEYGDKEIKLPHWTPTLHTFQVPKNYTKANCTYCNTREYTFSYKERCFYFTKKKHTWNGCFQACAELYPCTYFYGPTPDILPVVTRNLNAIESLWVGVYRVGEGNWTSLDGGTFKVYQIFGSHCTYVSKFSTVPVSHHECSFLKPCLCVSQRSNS
Runt-CBFb FRET: Runt domain-CBFb interaction inhibition | Q01196+Q13951 | Cerulean-Runt/Venus-CBFb FRET ratio 530/480, 1 h | inhibition, % at 20 µM | 220,000 compounds, 0.46% hits | AID 1496;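 active = inhibition over about 50% at 20 µM in the single-dose screen, limit read from the data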;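 also: 0% = DMSO wells and 100% = excess unlabeled CBFb competitor control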
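Buffer or medium: Tris pH 7.5 buffer with BSA. Assay system: Cerulean-labeled Runt domain protein. Amount: each fluorescent fusion protein 100 nM. Read-out basis: loss of energy transfer signal. Incubation: 1 h compound exposure, room temperature. Probe or stimulus: Venus-CBFb binding partner, 100 nM. Detection: FRET, excitation 422 nm, emission at 530 and 480 nm.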
Tb hexokinase: blocks Trypanosoma brucei hexokinase 1 activity; inhibition, % at 10 µM; recombinant TbHK1, G6PDH-coupled NADH A340; AID 1430; 220,000 compounds, 0.11% hits;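 active = inhibition of 50% or more in the single-dose primary screen; inactive = inhibition below 50%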
The depositor's hits bear a star; / = not tested or not shown; [ ] = remark or other dose. An unsorted share of the library; 3.2% or so of the library scored in one or more.

SMILES | Runt-SMMHC FRET | zVAD death inh | NCF1 inh | Mdm2 ligase inh | Hck Nef HTS | 14-3-3 Bad PPI | EBV gp42 inh | Runt-CBFb FRET | Tb hexokinase
N#CCCN1CCN(C(=O)c2c(N)no[n+]2[O-])CC1 | 1.9 | 3.3 | -12.0 | -5.3 | 0.1 | -6.3 | -25.1 | -0.1 | 4.5
CCOC(=O)Nc1sc2c(c1C(N)=O)CCC(C)C2 (centres undefined) | 0.2 | 14.9 | -6.5 | 1.2 | 18.7 | -14.2 | -8.8 | 0.9 | -0.8
CS(=O)(=O)N(CCc1ccccc1)CC(=O)N1CCCCC1 | -1.5 | 0.0 | -14.5 | 14.4 | 0.0 | 6.7 | -9.7 | -0.2 | -0.8
O=C(O)c1ccc(/C=N/N2CCN(Cc3ccccc3)CC2)cc1 | 0.5 | -0.5 | 2.5 | -45.7 | 3.5 | -0.2 | -9.9 | 0.1 | -8.3
Fc1ccc(C2=Nn3c(nnc3-c3ccco3)SC2)cc1 | -2.7 | -0.3 | -4.6 | -4.1 | 10.2 | -2.6 | -4.9 | 0.0 | -13.6
O=C(Nc1cc2c(cc1Cl)OCCCO2)c1ccco1 | -1.3 | -0.6 | 0.1 | 1.7 | 5.0 | 4.8[fluorescence artefact?] | -4.7 | -2.0 | 2.4
Cc1cc(C)c(S(=O)(=O)Nc2ccccc2-c2ccccc2)c(C)c1 | -0.1 | 0.0 | -6.2 | -0.8 | 1.5 | 7.0 | -12.7 | -0.9 | 8.0
COc1ccc(-n2c(CNc3ccc(C)cc3)nnc2SCC(=O)Nc2nc(-c3ccccc3)cs2)cc1 | -0.7 | -0.2 | -11.8 | -22.8 | 0.9 | 15.4 | -20.7 | -0.1 | 9.6
O=C(O)CCCC(=O)N1CC(=O)Nc2ccccc21 | -1.4 | 0.1 | -10.3 | -12.8 | 5.1 | -7.9[fluorescence artefact?] | -1.3 | -2.5 | 45.9
S=C(NCCN1CCOCC1)Nc1cccc2ccccc12 | 4.1 | -0.4 | -3.3 | -7.1 | 0.1 | -8.0[fluorescence artefact?] | -13.5 | 0.3 | 27.5
O=C(CNC(=O)/C(=C/c1ccccc1)NC(=O)c1ccc(Br)cc1)OCc1ccccc1 | 1.8 | -0.9 | -2.8 | -20.2 | -0.2 | -8.4 | -0.9 | 1.0 | 2.1
O=C(N1CCOCC1)N1CCCN(C(=O)N2CCOCC2)CC1 | -0.4 | -0.1 | -8.3 | -9.8 | -7.3 | 7.6[fluorescence artefact?] | -8.1 | 2.0 | 0.2
COC(=O)CC(N)c1ccc(Br)cc1 (centres undefined) | -1.4 | 31.4 | -0.3 | -12.2 | -29.6 | -2.4 | 3.3 | 0.6 | 7.7
CCS(=O)(=O)N1CCN(c2ccccc2F)CC1 | 3.9 | 0.1 | 9.5 | -20.8 | 0.6 | 1.2 | -8.6 | -0.7 | 1.4
O=C(CNS(=O)(=O)c1c(Cl)cccc1Cl)OCC(=O)N1CCN(c2ccccc2)CC1 | -6.7 | 0.6 | -17.7 | 12.5 | -2.4 | -23.2[fluorescence artefact?] | -26.4 | -2.4 | 7.4
Cc1cccc(-c2cc3nc(C)c(C)c(NCCCn4ccnc4)n3n2)c1 | -1.4 | -0.3 | -8.7 | / | 29.4 | -2.0 | -1.2 | 1.2 | -4.7
C/C=C\C=C/C(=O)Nc1cccc(C2=NOC3(C2)C[C@H](C(N)=O)N(C(=O)Cc2ccc([N+](=O)[O-])cc2)C3)c1 (some centres undefined) | -5.4 | 0.5 | -17.4 | 0.6 | 4.7 | 2.9 | -18.4 | -5.5 | -17.9
CC(=O)c1cccc(NC(=O)c2c(F)c(F)c(F)c(F)c2F)c1 | 2.6 | 1.8 | -11.1 | -17.7 | -4.9 | -11.2 | -2.5 | 0.0 | -2.5
O=C(O)c1ccc(Nc2cc(Cl)c3nonc3c2[N+](=O)[O-])cc1 | 23.1 | 2.4 | -4.7 | -6.9 | 34.1 | -5.7 | -20.1 | 36.2 | -9.6
CCN(CC)c1ccc(/C=N/NC(=O)Cc2ccc(OC)c(OC)c2)cc1 | 4.1 | 1.1 | 3.5 | -16.1 | 24.1 | -3.6 | -11.8 | 6.0 | -59.6
Cc1ccc(-c2nnc(Nc3ccc4c(c3)OCO4)c3ccccc23)cc1S(N)(=O)=O | -2.6 | 3.4 | -35.5 | -1.6 | 0.2 | -5.2 | 15.8 | -1.1 | -22.0
CCC(c1nnc(SCC(=O)Nc2nnc(-c3ccccc3)o2)n1Cc1ccccc1)N(C)C (centres undefined) | 0.9 | -0.5 | -2.2 | 4.8 | -0.2 | -24.7 | -17.5 | 2.4 | -8.1
Cc1ccc(NC(=O)c2ccc(Cl)c(N3C(=O)C=CC3=O)c2)cc1 | 33.8 | -0.6 | 15.8 | -2.3 | -1.1 | 0.5 | -41.7 | 0.3 | 4.9
CC1=C(C(=O)OCc2ccc3c(c2)OCO3)C(c2ccc(F)cc2)NC(=O)N1 (centres undefined) | 3.2 | 2.0 | -9.6 | -7.1 | 0.2 | 0.7 | -8.3 | 0.1 | -2.2
Cc1[nH][nH]c(=O)c1C(c1ccc(O)c([N+](=O)[O-])c1)c1c(C)[nH][nH]c1=O | -3.9 | 0.2 | -4.5 | -19.0 | -1.4 | -7.5 | -2.8 | 1.0 | -11.0
O=C(/C=C/c1cccs1)N1CCCCC1 | 2.1 | -0.4 | -0.3 | 0.9 | -20.7 | -4.2 | -10.8 | 0.2 | -7.0
S=C1NCCOCCNC(=S)NCCOCCOCCOCCN1 | -0.6 | 0.1 | -6.2 | 4.3 | 3.6 | -7.1 | -13.4 | -1.2 | 1.1
COc1ccc(N2CCN(C3CC(=O)N(c4ccc5c(c4)OCCO5)C3=O)CC2)cc1 (centres undefined) | 0.3 | -0.2 | -0.8 | -15.1 | 1.0 | -12.0[fluorescence artefact?] | -2.0 | -0.4 | 36.9
COc1ccc(NC(=O)c2ccc(C(=O)c3cc(OC)ccc3OC)cc2)cc1 | 3.1 | -0.2 | -21.8 | 3.7 | 0.7 | -16.4[fluorescence artefact?] | -13.6 | 1.3 | -20.9
C#CCOCCOCCOCCNc1nc(N2CCN(C(=O)C([C@@H](C)CC)n3cc(C(N)CO)nn3)CC2)nc(N2CCN(C(=O)[C@H](CCC(=O)O)n3cc(C(N)CC(C)C)nn3)CC2)n1 (some centres undefined) | -2.4 | 0.1 | -15.2 | / | 5.8 | 27.6 | -9.5 | -0.1 | -1.4
CCCCCNC(=O)c1ccc2c(=O)n(CC3CCCO3)c(=O)[nH]c2c1 (centres undefined) | 2.2 | -0.1 | -0.9 | -17.9 | 2.6 | 7.4 | -7.9 | -1.5 | -2.8
Cc1cc(C)nc(SCNC(=O)c2ccc(Cl)cc2)n1 | 4.6 | -0.2 | -7.8 | 24.9 | 4.2 | 5.7[fluorescence artefact?] | -11.8 | 38.2 | -7.3
O=C(COC(=O)CSCC(=O)N1CCCCC1)NCc1ccc(F)cc1 | 0.9 | 0.5 | -15.3 | -15.5 | 1.5 | -10.3 | -15.3 | -1.3 | 3.1
Cc1ccc(S(=O)(=O)N(CC(=O)N2CCN(c3ccc(F)cc3)CC2)C2CCCCC2)cc1 | -7.5 | -0.4 | -5.8 | -17.5 | -0.8 | 2.1 | -4.8 | / | 0.2
Cn1ccnc1-c1nc2ccccc2[nH]c1=O | -15.9 | 1.0 | -9.0 | 1.4 | -0.1 | 5.7 | -14.3 | -45.9 | -25.1
Clc1ccc(Nc2cc(-c3ccccc3)nc3ncnn23)cc1 | 0.1 | -1.1 | -11.0 | -8.3 | 10.5 | 0.2 | -14.7 | 1.5 | -17.5
Cc1noc(NS(=O)(=O)c2ccc(NC(=O)CSc3nc4ccccc4[nH]3)cc2)c1C | -4.3 | -0.3 | -7.2 | -5.3 | -0.6 | 3.1[fluorescence artefact?] | 0.1 | -0.8 | 0.6
Cc1noc(C)c1S(=O)(=O)N1CCN(C(c2ccccc2)c2ccc(Cl)cc2)CC1 (centres undefined) | 3.6 | 1.4 | -3.3 | -12.2 | 10.6 | 3.6 | -5.8 | 3.5 | -13.0
C=CCNC(=O)c1onc(CSc2ccccc2CC)c1C(=O)O | -3.1 | 0.5 | -6.2 | -10.6 | -0.1 | 30.0 | 0.8 | 0.3 | 10.1
CCN(Cc1ccccc1)C(=O)C(C)OC(=O)c1cc(S(=O)(=O)Nc2c(C)n(C)n(-c3ccccc3)c2=O)ccc1C (centres undefined) | -0.4 | 0.3 | -3.7 | -11.9 | 24.0 | -7.6 | -31.8 | -4.7 | -6.8
COC(=O)c1ccc(Oc2ccc3nnc(C)n3n2)cc1 | 0.4 | -0.5 | -2.0 | -5.0 | 0.8 | -22.3 | -11.6 | 0.1 | -6.8
CCn1cnc2cc(NCc3cccc(OC)c3O)ccc21 | 4.6 | -0.5 | -20.3 | -6.1 | -5.3 | -10.4 | -10.7 | 3.4 | 5.9
CCOC(=O)/C(C#N)=C/c1cccn1-c1ccc(Cl)cc1 | 0.9 | -0.4 | -3.4 | -9.8 | 8.8 | -1.4 | 1.9 | 0.1 | -17.1
Oc1ccc(/C=N/Nc2ncnc3c2ncn3Cc2ccccc2)cc1O | 3.9 | 2.6 | -1.7 | -9.8 | 5.3 | -9.3[fluorescence artefact?] | 3.0 | 0.0 | -43.7
CCCCCC(=O)Nc1ccc(S(=O)(=O)Nc2nccc(C)n2)cc1 | 3.1 | 0.0 | -0.6 | -1.1 | -9.5 | -0.7 | 5.2 | -0.6 | 4.2
Cc1nnsc1-c1nnc(SCC(=O)c2ccc(C#N)cc2)n1C1CC1 | -0.5 | 1.4 | -7.3 | -3.4 | -3.1 | -2.9 | -8.5 | 0.0 | -1.3
CCC(=O)N(Cc1cc2ccc(C)cc2n2nnnc12)C1CCCCC1 | 4.6 | -0.4 | -10.3 | -0.9 | 5.9 | -13.3 | -20.0 | -1.4 | -3.6
O=C(Cn1cc([N+](=O)[O-])cn1)N1CCc2ccccc21 | -4.3 | 1.8 | -10.9 | -19.4 | -0.5 | -12.9 | -3.9 | -2.6 | 2.7
O=C(CC(C(=O)O)C1CCCO1)Nc1cccc(C(F)(F)F)c1 (centres undefined) | 0.0 | 1.4 | 3.4 | 0.9 | 0.0 | 0.9 | 4.4 | 0.0 | 2.5
COCCOC(=O)c1c(NC(=O)CN2CCOCC2)sc(C(N)=O)c1C | -2.1 | -0.1 | -9.2 | -6.4 | 0.1 | 4.0 | -10.6 | 1.9 | -0.2
COc1ccc(-c2ccc(SCC(=O)c3ccc(F)cc3)nn2)cc1OC | -0.3 | 31.3 | -23.6 | -0.5 | -18.7 | -7.8 | 0.8 | -1.2 | 1.8
